14-3-3 PPI: alters human 14-3-3 gamma binding to Raf peptide; P61981; FP, 14-3-3gamma / TMR-pS259-Raf peptide binding; inhibition, % at 40 µM; 160,000 compounds, 0.19% hits; AID 422; in the data active means inhibition above about 30%;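 further: 0% = protein plus tracer without compound and 100% = blank with tracer alone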
Target sequence (P61981 whole entry, looked up): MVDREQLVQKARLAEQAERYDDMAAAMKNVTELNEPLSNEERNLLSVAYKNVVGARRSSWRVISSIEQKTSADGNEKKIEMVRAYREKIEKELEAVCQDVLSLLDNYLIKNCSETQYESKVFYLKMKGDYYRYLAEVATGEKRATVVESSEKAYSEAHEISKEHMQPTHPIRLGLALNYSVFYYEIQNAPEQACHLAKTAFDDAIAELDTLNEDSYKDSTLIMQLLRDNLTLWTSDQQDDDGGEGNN
Active calls of the source: *; & = joins results of further samples. Some of the compounds tested; count on the stated rates, not on these rows.

SMILES | 14-3-3 PPI
O=c1c2ccccc2c2ccccc2c(=O)n1-c1ccccc1I | -1.7
CC1=C(C(=O)N2CCOCC2)C(c2ccccc2Cl)C2=C(CCCC2=O)N1 (stereo not drawn) | -2.5
Cc1cc(NC(=O)CSc2nnnn2Cc2ccccc2)no1 | -1.3
CC(C)NC(=O)C1C(C=C(Cl)Cl)C1(C)C (stereo not drawn) | -11.3
CCCSc1nc(N2CCCC2)c2c(c1C#N)CC(C)(C)OC2 | -9.5
COc1ccc(Nc2nc(-c3cc(OC)c(OC)c(OC)c3)nc3ccccc23)c(OC)c1 | -7.2
S=c1[nH]nc(C23CC4CC(CC(C4)C2)C3)n1CC1CCCO1 (stereo not drawn) | -1.2
Cc1ccc(-c2cn(-c3cccc(C)c3)c(=S)[nH]2)cc1 | -5.8
O=C(CSc1nc(-c2ccco2)cc(C(F)(F)F)n1)N1CCc2ccccc2C1 | -10.0
O=C(COC(=O)CNS(=O)(=O)/C=C/c1ccccc1)NC1CCS(=O)(=O)C1 (stereo not drawn) | -6.9
CCOC(=O)C1=C(C)NC(=O)C1CC(=O)Nc1ccccc1 (stereo not drawn) | 7.7
O=C(CN1CCc2ccccc2C1)N1c2ccccc2CCc2ccccc21 | -0.2
O=c1c2cc(Br)ccc2[nH]c(=S)n1Cc1ccccc1Cl | -1.1
Nn1c(SCC(=O)Nc2ccc(F)cc2)nnc1-c1cccnc1 | -11.5
O=S(=O)(NCCc1ccccc1)c1cccc(S(=O)(=O)N2CCOCC2)c1 | -2.0
Cc1ccc(CN2C(=O)CCC2C(=O)N2CCN(c3ccccc3)CC2)cc1 (stereo not drawn) | -0.6
O=C1c2ccccc2C(=O)c2c1ccc1c(=O)n(-c3ccc(Cl)cc3)sc21 | 3.1
COc1ccc(/C(O)=C2\C(=O)C(=O)N(c3cc(C)on3)C2c2ccc(OC)c(OC)c2)cc1OC (stereo not drawn) | -6.1
O=C(O)C1C(C(=O)Nc2cccc(Cl)c2)C2C=CC1C21CC1 (stereo not drawn) | 10.8
Cc1ccc(C(=O)Nc2cc3ccccc3cc2NC(=O)c2ccc(C)cc2)cc1 | 11.6
CCC(=O)N1CCc2cc(Br)cc(S(=O)(=O)CCC(=O)N3CCN(c4cccc(C(F)(F)F)c4)CC3)c21 | 5.5
O=[N+]([O-])c1ccc(C2=Nn3c(nnc3-c3ccccc3)SC2)cc1 | 0.6
O=C(CSc1nc2ccc(NC(=O)c3ccccc3[N+](=O)[O-])cc2s1)Nc1ccccc1 | -39.9
Cc1ccc(C)c(Cc2c(C)nc3c(C(=O)N4CCN(c5ccc(F)cc5)CC4)cnn3c2C)c1 | -17.3
Cc1ccccc1NC(=O)CN(c1cc(C(F)(F)F)ccc1Cl)S(C)(=O)=O | -5.2
CCCc1[nH]nc2c1C(c1c(C)nn(-c3ccccc3)c1Cl)C(C#N)=C(N)O2 (stereo not drawn) | -4.8
COc1ccccc1-c1csc(NC(=O)c2ccc(C(C)=O)cc2)n1 | -5.8
O=C(Nc1ccc(C23CC4CC(CC(c5ccccc5)(C4)C2)C3)cc1)C(F)(F)F | -3.2
COC(=O)c1c(-c2ccc(C)c(C)c2)csc1NC(=O)C1CC=CCC1C(=O)O (stereo not drawn) | -12.9
C=CCOC(=O)C1=C(C)NC(=O)NC1c1cccc([N+](=O)[O-])c1 (stereo not drawn) | -0.7
CCOC(=O)c1cccc(NC2=NC3(CCCCC3)N=C(N)N2)c1 | 1.0
Cc1c(C)n(C)c2ccc(C(=O)Nc3cccnc3Cl)cc12 | 18.1
CCOc1cc(C2NC(=O)NC(C)=C2C(=O)OC(C)C(C)(C)C)ccc1O (stereo not drawn) | -1.3
C=CCn1c(COc2ccccc2)nnc1SCC(=O)O | -1.8
O=C(CSc1nc2c(sc(=S)n2CCc2ccccc2)c(=O)n1Cc1ccco1)N1CCCC1 | -4.5
COc1nc(Cl)cc(C)c1C(=O)NCc1ccc(Cl)cc1 | -1.3
O=C(NCc1ccc(C(=O)NC2CCCCCC2)cc1)c1ccc(Br)cc1 | -1.7
Cn1ccnc1C(O)c1cc(C(C)(C)C)c(O)c(C(C)(C)C)c1 (stereo not drawn) | -4.9
Cc1nn(C(=O)c2ccoc2C)c(N)c1-c1ccccc1 | 10.9
Cc1ccc(Nc2c(-c3ccncc3)nc3ccc(Cl)cn23)cc1 | -9.3
COc1ccc(C(=O)NCC(c2cccnc2)N2CCN(c3ccccc3)CC2)cc1OC (stereo not drawn) | -2.0
CCCOc1cccc(C(=O)Nc2ccc3oc(-c4ccc(F)cc4)nc3c2)c1 | -17.5
Oc1ccc(Cl)cc1C=Nc1ccc(Br)cc1 | -2.0
CCC(=O)N1CCc2cc(S(=O)(=O)NCCN3CCCCC3C)ccc21 (stereo not drawn) | -0.3
CC(C)C1Cc2c(sc3nc(SCC(=O)O)n(-c4ccccc4)c(=O)c23)CO1 (stereo not drawn) | -11.9
O=C(CC1(O)C(=O)Nc2ccc(Cl)cc21)c1ccc(F)cc1 (stereo not drawn) | -3.0
CC1=C(C(N)=O)C(c2ccc(C)o2)C(C(N)=O)=C(C)N1 | -12.0
C=CCNC(=O)c1c(NC(=O)c2ccccc2)sc2c1CCC(C(C)(C)C)C2 (stereo not drawn) | -3.4
CCOCCCNC(=O)Cc1ccc(OC)c(OC)c1 | 1.1
COC(=O)c1ccc(COc2ccc(-c3nn[nH]n3)cc2)cc1 | 3.0
CC1(C)Cc2ccccc2-c2nnc(-c3ccc(O)cc3)n21 | -3.4
Cc1nn(Cc2ccc(C(=O)N3c4ccc(F)cc4CCC3C)o2)c(C)c1Br (stereo not drawn) | -7.8&-10.9
O=C1N(CC(=O)N2CCc3ccccc32)CCN1Cc1ccc(Cl)cc1 | 1.7
CCc1ccc(C2Nc3ccccc3NC3=C2C(=O)CC(c2ccc(OC)cc2)C3)cc1 (stereo not drawn) | -2.2
CC(C)NC(=O)c1cc(=O)[nH]c2ccccc12 | -9.7
Cc1nc(C)c(C(=O)Nc2ccc(Cl)cc2)s1 | 3.4
CC(=O)c1cccc(NC(=O)c2cc3ccccc3oc2=O)c1 | 5.1
CC1(C)NC(=O)N(CC(O)COc2ccccc2Cl)C1=O (stereo not drawn) | -1.6
CC(=O)N1CCN(C(=O)CCc2nc3sc4c(c3c(=O)[nH]2)CCCC4)CC1 | 1.1
Cc1c(Cl)cccc1NC(=O)CSCC(N)=O | -12.2

Structural class: those above with a thiophene ring, fused or not
SMILES | 14-3-3 PPI
COC(=O)c1c(-c2ccc(C)c(C)c2)csc1NC(=O)C1CC=CCC1C(=O)O (stereo not drawn) | -12.9
CC(C)C1Cc2c(sc3nc(SCC(=O)O)n(-c4ccccc4)c(=O)c23)CO1 (stereo not drawn) | -11.9
C=CCNC(=O)c1c(NC(=O)c2ccccc2)sc2c1CCC(C(C)(C)C)C2 (stereo not drawn) | -3.4
CC(=O)N1CCN(C(=O)CCc2nc3sc4c(c3c(=O)[nH]2)CCCC4)CC1 | 1.1

Remaining list, next part:
SMILES | 14-3-3 PPI
O=C(NC1CCCCCCC1)c1ccc2c(c1)OCO2 | 14.1
CCC1CCCCN1CCCNC(=O)c1cn(C)c(=O)c2c1c1ccccc1n2C (stereo not drawn) | 2.3
Cn1c(=O)c2c(nc(SCCNS(=O)(=O)c3ccccc3)n2C)n(C)c1=O | 1.4&-18.7
Cc1cc(N2C(=O)c3ccc(C(=O)NCc4ccccc4)cc3C2=O)no1 | -7.9
CC(C)c1ccc(NC(=O)c2ccc([N+](=O)[O-])cc2)cc1 | -2.7
COc1ccc(S(=O)(=O)c2cc(NC(=O)c3ccc(Cl)cc3)c(C)c(C)c2O)cc1 | 1.8
COc1ccc(N(C)C(=O)c2ccc3snnc3c2)cc1 | 2.2
CCCCOC(=O)C1=C(C)Nc2nnnn2C1c1cccc(OC)c1 (stereo not drawn) | -1.6
CCN(CC)c1ccc(O)c(C=Nc2ccc(S(N)(=O)=O)cc2)c1 | -18.7
CCOC(=O)C1=C(C)NC2=C(C(=O)CC(C)(C)C2)C1c1ccc(N(C)C)cc1 (stereo not drawn) | -4.7&5.8
CCc1ccc(OCCCC(=O)Oc2ccc3c(c2)oc(=O)c2ccccc23)cc1 | -13.6
Cc1ccc(CN2CC34C=CC(O3)C(C(=O)NCc3ccc5c(c3)OCO5)C4C2=O)cc1 (stereo not drawn) | -6.0
Cc1cc(C)nc(NS(=O)(=O)c2ccc(NC(=O)C34CC5CC(CC(C5)C3)C4)cc2)n1 | -2.3
Cc1ccc(S(=O)(=O)NC2OC(=O)C(Cl)=C2Cl)cc1 (stereo not drawn) | 0.4
CCN(CC)c1ncnc2c1sc1nc(N3CCOCC3)c3c(c12)CCCC3 | -1.7
Cc1cc(NC(=O)CSc2ncn(-c3ccccc3)n2)no1 | -4.0&-13.5
Cc1cc2ccccc2cc(C)c1=O | -2.9
CCOC(=O)c1c(-c2ccccc2)csc1NC(=O)c1ccc(I)cc1 | -7.3
CCCS(=O)(=O)c1c(S(=O)(=O)CCC)c2c(C)cccn2c1C(N)=O | -20.1
CCc1ccc(-c2nc3ccccc3c(=O)o2)cc1 | -1.5
Cc1ccc(C)c(OCC(=O)Nc2ccc(N3CCOCC3)cc2)c1C | -13.5
CCOC(=O)c1sc2ncnc(Nc3ccc(C(F)(F)F)cc3)c2c1C | 1.0
O=C(Nc1ccncc1)c1c(O)c2cccc3c2n(c1=O)CCC3 | -6.6
C=CCOc1ccc(C=Nc2ccc(OC)cc2)cc1 | 6.8
COc1cc(NS(=O)(=O)c2ccc(N)cc2)ncn1 | -2.0&-7.1
COCCNC(=O)C(=O)NC1CC1 | -1.2
O=C(O)C1CCCN1S(=O)(=O)c1ccc(F)cc1 (stereo not drawn) | -6.0
Cc1onc(-c2c(F)cccc2Cl)c1C(=O)N1CCN(S(C)(=O)=O)CC1 | 5.4
O=S(=O)(c1cc(Br)c(Br)s1)N1CCN(Cc2ccccc2)CC1 | -0.4
Cc1ccc(-c2cc(C(=O)NCc3ccco3)c3ccccc3n2)o1 | -13.7&-22.2
CC(=O)OCc1cnc(C)c2oc(=Nc3cccc(Cl)c3)c(C(=O)Nc3ccccc3)cc12 | -28.8
COc1ccc([N+](=O)[O-])cc1CSc1nnnn1Cc1ccccc1 | -6.1
COc1ccccc1CNC(=O)CCSCc1cccc(Cl)c1 | -3.2
Cc1nn(-c2ccccc2)c(OC(=O)C23CC4CC(CC(C4)C2)C3)c1S(=O)(=O)c1ccc([N+](=O)[O-])cc1 | 4.0
O=C(Nc1cccc([N+](=O)[O-])c1)c1ccc(S(=O)(=O)N2CCCCC2)cc1 | -8.3
COC(=O)C(Cc1ccccc1)NC(=O)CSc1nc(C)cc(=O)[nH]1 (stereo not drawn) | -0.6
COc1ccc(C(CNC(=O)c2ccc(S(=O)(=O)N3CCOCC3)cc2)N2CCCCC2)cc1 (stereo not drawn) | -0.5
Cc1nc(N2CCC(C)CC2)c2c(C)c(C(=O)N3CC(C)CC(C)C3)sc2n1 (stereo not drawn) | 5.6
CCCCNC(=O)c1sc(=S)n(-c2cc(OC)ccc2OC)c1N | 1.8
COc1ccccc1-c1nc(SCC(=O)c2ccc(O)c(O)c2)n[nH]1 | -9.7
CCOC(=O)C1CCCN(C(=O)c2cc(Nc3cc(C)cc(C)c3)nc3ccccc23)C1 (stereo not drawn) | 4.7
Cc1ccc(S(=O)(=O)CCc2nnc(NC(=O)c3ccc([N+](=O)[O-])cc3)s2)cc1 | -2.2
O=C1CC(c2ccco2)CC2=C1C(c1ccccc1)n1nc(C(F)(F)F)nc1N2 (stereo not drawn) | -7.8
CCOC(=O)Cc1csc(N)n1 | -10.8
COc1cccc(NS(=O)(=O)c2ccc3[nH]cc(C(=O)NC4CC4)c(=O)c3c2)c1 | -0.2&-2.0
O=C(CSc1nccc2ccccc12)N1CCN(Cc2ccc3c(c2)OCO3)CC1 | -3.7&-8.8
O=c1[nH]c2ccc(Cl)cc2c(-c2ccccc2)c1N1CCN(Cc2ccc3c(c2)OCO3)CC1 | -2.0
CCn1c(=NC(=O)c2ccc(S(=O)(=O)N(C)C)cc2)sc2cc(OC)ccc21 | 1.7
COc1cc(NS(=O)(=O)c2ccc(OC)c(C)c2C)c(OC)cc1Cl | -6.5
CCOC(=O)c1cccc(NC(=O)c2cc3cc4ccc(C)cc4nc3s2)c1 | 6.1
O=C(c1ccc(N2C(=O)CCC2=O)cc1)N1CCOCC1 | -3.1
Cc1cc(C(=O)N2CCN(c3ncccn3)CC2)sc1-c1ccccc1 | -3.8
COc1cc(CN2CCN(S(=O)(=O)c3ccc(Cl)cc3)CC2)cc(OC)c1O | -0.5
CCOc1cc([N+](=O)[O-])c2nc(NC(C)=O)sc2c1 | -1.6
CN(Cc1ccco1)C(=O)Cn1c(=O)oc2cc(S(=O)(=O)NCc3ccccc3)ccc21 | -11.1
CCOc1cccc(-n2nnnc2-c2ccc(OC)cc2)c1 | -3.9
CC1=C(C(=O)OC(C)C)C(c2ccsc2)NC(=O)N1C (stereo not drawn) | -6.5
COc1ccc(-n2c(=O)c3ccccc3n(CC(=O)Nc3ccccc3OC)c2=O)c(OC)c1 | 3.1
[N-]=[N+]=CC(=O)C(Cc1ccccc1)N1C(=O)c2ccccc2C1=O (stereo not drawn) | 4.2
CCSc1nc2c(c(=O)[nH]1)C1(CCCCC1)Cc1ccccc1-2 | 9.8

Shown with each value named: entries from further up.
Compound: COc1cc(CN2CCN(S(=O)(=O)c3ccc(Cl)cc3)CC2)cc(OC)c1O
  14-3-3 PPI: -0.5
Compound: CCOc1cc([N+](=O)[O-])c2nc(NC(C)=O)sc2c1
  14-3-3 PPI: -1.6

Nothing new here: two of the compounds above.
SMILES | 14-3-3 PPI
[N-]=[N+]=CC(=O)C(Cc1ccccc1)N1C(=O)c2ccccc2C1=O (stereo not drawn) | 4.2
CCSc1nc2c(c(=O)[nH]1)C1(CCCCC1)Cc1ccccc1-2 | 9.8

Going on with the list.
SMILES | 14-3-3 PPI
Nc1nc(CN2CCN(c3ccccc3F)CC2)nc(Nc2ccccc2)n1 | -12.0
CC(=O)c1c(C)oc2c1c1c(c3ccccc32)OCN(C2CCCC2)C1 | -10.1
COc1ccc(CCNS(=O)(=O)c2ccc(OC)c(OC)c2)cc1OC | -0.8
O=C(Nc1ccc(Cl)cc1)OCCn1nnnc1C(c1ccccc1)N1CCOCC1 (stereo not drawn) | 2.5
CC1(C)CC2CC(C)(CN2S(=O)(=O)c2ccc(N)cc2)C1 (stereo not drawn) | -2.7

Screens deposited in PubChem BioAssay by Emory University Molecular Libraries Screening Center.
